Artemis endo inh: blocks endonuclease activity of human Artemis; Q96SD1; 0.78% of 30,000 active; inhibition, % at 10 µM; AID 686954; recombinant Artemis, quenched FAM hairpin cleavage fluorescence;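 active = at 10 µM dose, at least 30% inhibition, measured as corrected fluorescence normalized to stimulator and neutral control wells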
Target sequence (Q96SD1 whole entry, looked up): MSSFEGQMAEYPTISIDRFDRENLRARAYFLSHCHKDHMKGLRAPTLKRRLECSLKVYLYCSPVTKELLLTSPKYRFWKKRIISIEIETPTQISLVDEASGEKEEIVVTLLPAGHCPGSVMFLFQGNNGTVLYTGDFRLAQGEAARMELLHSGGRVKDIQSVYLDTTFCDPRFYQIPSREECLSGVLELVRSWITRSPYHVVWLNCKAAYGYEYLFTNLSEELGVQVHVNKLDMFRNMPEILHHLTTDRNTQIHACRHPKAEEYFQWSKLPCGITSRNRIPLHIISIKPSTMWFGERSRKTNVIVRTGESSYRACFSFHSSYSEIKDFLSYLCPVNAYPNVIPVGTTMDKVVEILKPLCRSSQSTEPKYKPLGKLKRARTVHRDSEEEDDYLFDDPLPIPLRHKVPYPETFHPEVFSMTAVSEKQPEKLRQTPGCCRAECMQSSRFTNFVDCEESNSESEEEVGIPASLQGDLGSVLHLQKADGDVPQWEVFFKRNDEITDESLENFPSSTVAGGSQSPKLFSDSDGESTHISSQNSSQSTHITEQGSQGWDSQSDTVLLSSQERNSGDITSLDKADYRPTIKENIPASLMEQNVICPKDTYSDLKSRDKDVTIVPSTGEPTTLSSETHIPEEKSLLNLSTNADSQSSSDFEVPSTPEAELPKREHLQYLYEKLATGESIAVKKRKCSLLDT
The depositor's hits bear a star. Some of the compounds tested; count on the stated rates, not on these rows.

SMILES	Artemis endo inh
Cc1ccc(NC(=O)CSc2nc(=O)cc(N)n2-c2ccccc2)cc1	4
COc1ccc(CC(=O)Nc2ccc(-c3csc(C)n3)cc2)cc1	-5
COC(=O)c1ccc(NC(=O)CSc2nnc(C(C)NC(=O)c3ccccc3Cl)n2C)cc1 (centres undefined)	3
O=C(NC1CCCC1)C(c1ccccc1F)N(C(=O)c1ccco1)C1CCCC1 (centres undefined)	-6
CCN1CC=C2C(C#N)=C(N)C(C#N)(C#N)[C@H](c3ccoc3)[C@H]2C1	-2
CCOc1ccc2[nH]c(=O)c(C(c3nnnn3Cc3ccco3)N3CCCC(C)C3)cc2c1 (centres undefined)	12
Cc1ccccc1C(=O)N1CCN(c2ccc(NC(=O)c3ccco3)cc2Cl)CC1	-4
CCOc1ccc(N2C(=O)CC(SC(=NC)Nc3ccc(F)cc3)C2=O)cc1 (centres undefined)	4
C=CCNc1nc(-c2ccccn2)nnc1-c1ccccc1	13
Fc1ccc2[nH]c3c(N4CCN(c5ccccc5)CC4)ncnc3c2c1	11
Cc1nc(S(=O)(=O)N2CCOCC2)c(C#N)c(C)c1Cl	4
CC1(C)CC(=O)C=C(Nc2ccccc2O)C1	-5
CCCCCOC(=O)Cn1c(N2CCOCC2)nc2c1c(=O)[nH]c(=O)n2C	-8
O=S(=O)(c1ccc(Oc2ccc(S(=O)(=O)N3CCOCC3)cc2)cc1)N1CCOCC1	-2
O=C(NN=C1CCCC1)C(=O)Nc1cccc(C(F)(F)F)c1	-7
O=C1CCCc2oc3ccc(O)cc3c21	2
Cc1ccc(C(=O)NC(=S)Nc2ccc3c(c2)OCCO3)c(C)c1	7
CN(C(=O)N1CCN(c2ccccn2)CC1)c1ccccc1	-11
CC(C)OCCCNc1ncnc2c1cnn2-c1ccccc1	-10
CSc1nc(NCc2ccco2)c2ccccc2n1	4
Cc1nnc(N(Cc2ccco2)C(=O)c2cccc(C#N)c2)s1	-1
Cc1cc(C)c(S(C)(=O)=O)c(Oc2ccc(C(C)(C)C)cc2)n1	4
Cc1ccc(C)c(NS(=O)(=O)c2c(C)ccc3nsnc23)c1	-4
Cc1cccc(N(C(=O)c2ccc(CN3CCOCC3)o2)C(C(=O)NC2CCCCC2)c2ccc(F)cc2)c1 (centres undefined)	-10
CCN(CCNC(=O)c1cccc(N2CCCC2=O)c1)c1ccccc1	4

(listing goes on)
SMILES	Artemis endo inh
COc1ccc(C)cc1NC(=O)CN1CCN(c2ccc(F)cc2)CC1	5
CC1=C(C(=O)OCc2ccccc2)C(c2ccco2)C2=C(CC(C)(C)CC2=O)N1 (centres undefined)	-8
CCCCn1c2c(c(=O)n(C)c1=O)C(CC(=O)OCC(=O)Nc1cccc(C(F)(F)F)c1)C(=O)N2 (centres undefined)	0
O=C(c1cccc(-c2nnc(-c3ccccc3)o2)c1)N1CCCCC1	-1
CC1=Nn2c(nnc2-c2ccccc2)SC1	-4
CCOC(=O)C(=CNc1cccc(C)n1)C(=O)OCC	-4
CC(c1ccco1)N(C(=O)C12CC3CC(CC(C3)C1)C2)c1ccccn1 (centres undefined)	3
Cc1cc(C)c(C(=O)CSc2nnc(-c3ccccc3Br)o2)cc1C	7
CCOC(=O)c1nnc(-c2ccccc2)nc1Sc1ccccc1Cl	9
O=C(NCCN1CCN(c2ccccc2)CC1)C1CCN(S(=O)(=O)c2cccc3nonc23)CC1	-1
Cc1ccc(S(=O)(=O)N(Cc2ccccc2)Cc2ccco2)cc1	0
CCNC(=O)C1CC(=O)N(Cc2ccc3c(c2)OCO3)C(=Nc2ccc(OCC)cc2)S1 (centres undefined)	-1
O=C(CN1CCN(C(=O)c2cccs2)CC1)Nc1ccc(Br)cc1	-15
Cc1cc(-c2ccc(Cl)cc2)n2nc(N)nc2n1	-8
CC(C)(C)n1nnnc1C(c1cccs1)N(Cc1ccccc1)Cc1cccnc1 (centres undefined)	10
CCCN1CCN(S(=O)(=O)c2ccc(OC)c(Br)c2)CC1	5
CCCC1C(=O)N(c2ccccc2)C1c1ccccc1 (centres undefined)	-1
COc1ccccc1NC(=O)N1CCN(c2ncccn2)CC1	-6
O=C(NCCOC(=O)C1COc2ccccc2O1)c1cccnc1 (centres undefined)	-8
CCOC(=O)COc1cc(=O)n(CC)c2ccccc12	0
COc1ccccc1N1CCN(C(=O)Nc2cccc(C)c2)CC1	-3
CCCC(=O)C1=C(O)C(C(=O)OC)C(C)(C)CC1=Nc1ccccc1 (centres undefined)	1
Cc1cc(C(=O)OCC(=O)Nc2nc(-c3ccccc3)cs2)c(C)o1	0
Fc1cccc(Cl)c1Cn1nnc2c(NCc3ccccn3)ncnc21	8
C(=C\c1ccccc1)/CSc1nnc(-c2cnccn2)n1Cc1ccco1	29

Part of the list above, bar-delimited:
SMILES | Artemis endo inh
COc1ccc(C)cc1NC(=O)CN1CCN(c2ccc(F)cc2)CC1 | 5
CC1=C(C(=O)OCc2ccccc2)C(c2ccco2)C2=C(CC(C)(C)CC2=O)N1 (centres undefined) | -8
CCCCn1c2c(c(=O)n(C)c1=O)C(CC(=O)OCC(=O)Nc1cccc(C(F)(F)F)c1)C(=O)N2 (centres undefined) | 0
O=C(c1cccc(-c2nnc(-c3ccccc3)o2)c1)N1CCCCC1 | -1
CC1=Nn2c(nnc2-c2ccccc2)SC1 | -4
CCOC(=O)C(=CNc1cccc(C)n1)C(=O)OCC | -4
CC(c1ccco1)N(C(=O)C12CC3CC(CC(C3)C1)C2)c1ccccn1 (centres undefined) | 3
Cc1cc(C)c(C(=O)CSc2nnc(-c3ccccc3Br)o2)cc1C | 7
CCOC(=O)c1nnc(-c2ccccc2)nc1Sc1ccccc1Cl | 9
O=C(NCCN1CCN(c2ccccc2)CC1)C1CCN(S(=O)(=O)c2cccc3nonc23)CC1 | -1
Cc1ccc(S(=O)(=O)N(Cc2ccccc2)Cc2ccco2)cc1 | 0
CCNC(=O)C1CC(=O)N(Cc2ccc3c(c2)OCO3)C(=Nc2ccc(OCC)cc2)S1 (centres undefined) | -1
O=C(CN1CCN(C(=O)c2cccs2)CC1)Nc1ccc(Br)cc1 | -15
Cc1cc(-c2ccc(Cl)cc2)n2nc(N)nc2n1 | -8
CC(C)(C)n1nnnc1C(c1cccs1)N(Cc1ccccc1)Cc1cccnc1 (centres undefined) | 10
CCCN1CCN(S(=O)(=O)c2ccc(OC)c(Br)c2)CC1 | 5
CCCC1C(=O)N(c2ccccc2)C1c1ccccc1 (centres undefined) | -1
COc1ccccc1NC(=O)N1CCN(c2ncccn2)CC1 | -6
O=C(NCCOC(=O)C1COc2ccccc2O1)c1cccnc1 (centres undefined) | -8
CCOC(=O)COc1cc(=O)n(CC)c2ccccc12 | 0

The list continues.
SMILES	Artemis endo inh
CN(C)c1ccc(N=C/C=C2\N(C)c3ccccc3C2(C)C)cc1	14
CC(C)NC(=S)N/N=C/c1cccs1	2
COc1ccc(C(=O)Nc2nc3c(s2)Cc2cc(OC)ccc2-3)cc1	25
CCOC(=O)NCc1cc(-c2nn(C)c(=O)c3ccccc23)ccc1C	11
CCN(CC)CCCn1c(C)cc2c(c1=O)C(c1cccc(Cl)c1)C(C#N)=C(N)O2 (centres undefined)	19
CC1=NOC(=O)/C1=C\c1ccc(-c2ccc(Cl)cc2Cl)o1	29
CSCC[C@H](NC(=O)OC(C)(C)C)c1nnc(SCC(=O)Nc2ccc(C)cc2C)o1	3
COc1ccc2c(c1)[nH]c1c(=O)n(CCCn3ccnc3)cnc12	-7
COn1c(-c2ccccc2)nc2c1CCc1nonc1-2	-14
CCOC(=O)CNC(=O)CSc1nnc(-c2ccccc2OC)n1CC	1
Cc1ccc(-n2c(SCC(=O)Nc3ccc4c(c3)OCO4)nnc2-c2cccs2)cc1	1
CCCCCOC(=O)C1[C@H]2C(=O)N(c3ccccc3CC)C[C@]23C=C[C@H]1O3 (some centres undefined)	3
O=C1CN(C(=O)COC(=O)C2CC(=O)N(Cc3ccco3)C2)c2ccccc2N1 (centres undefined)	2
Cc1cc2oc(=O)cc(CSc3nnc(C)n3N)c2cc1C(C)C	-1
CCOC(=O)c1c(NC(=S)NC(=O)c2ccc(Cn3cc(Cl)cn3)o2)sc2c1CCC(C)C2 (centres undefined)	-1
O=C(c1ccccc1)N1CCN(c2ccc([N+](=O)[O-])c(NCc3ccco3)c2)CC1	20
c1ccc(Nc2nc(-c3cccs3)cs2)nc1	9
COc1ccc(N(C(=O)c2cccnc2)S(=O)(=O)c2ccc3c(c2)n(C)c(=O)n3C)cc1	3
COc1ccc(OCC(=O)Nc2nnc(C)s2)cc1	-8
CC(C)n1cc(NC(=O)C2CC(c3cccc(Br)c3)=NO2)cn1 (centres undefined)	-16
Nc1nn(S(=O)(=O)c2cccc3nsnc23)cc1-c1ccc(Br)cc1	4
O=C1C(NS(=O)(=O)c2cccs2)=C(N2CCN(c3ccccc3)CC2)C(=O)c2ccccc21	11
CC(C)Sc1nc2sc(-c3ccccc3)cc2c(=O)n1N	-1
O=[N+]([O-])c1cccc(-c2nc(-c3ccccc3)c(-c3cccs3)[nH]2)c1	3
O=C(NCCc1ccc(Cl)cc1)Nc1cccc(Cl)c1	2

(listing goes on)
SMILES	Artemis endo inh
COc1ccc(S(=O)(=O)N(CC(=O)O)c2ccccn2)cc1	1
COc1ccc(CCN(Cc2nc(-c3ccccc3)no2)Cc2nc(-c3ccccc3)no2)cc1OC	3
C=C(C)CC(NCc1ccco1)c1ccc(OC)cc1 (centres undefined)	1
CCO/C=C1/C(=O)N(C)C(=O)c2cc(OC)ccc21	7
COC(=O)c1sccc1NC(=O)CSc1cc(Cl)ccc1Cl	3
Cc1c(C(C)O)nnn1-c1nonc1N (centres undefined)	2
Cc1ccc(C(=O)N2CCN(c3ncnc4c3cnn4-c3ccccc3)CC2)cc1	4
COC(=O)/C=C1/N/C(=N\c2nc(C)cc(C)n2)N(c2ccc(C)c(C)c2)C1=O	-5
Clc1ccc2c(c1)C(N1CCNCC1)Cc1ccccc1S2 (centres undefined)	7
COc1ccccc1OCc1ccc(C(=O)N2CCN(C(=O)c3ccco3)CC2)cc1	4
CCC(CC)NC(=O)Cc1ccccc1OC	0
Cc1nn(-c2ccccc2)c(Cl)c1C(=O)NCC(C)C	-3
CN(c1cccc(NC(=O)CN2C(=O)c3ccccc3S2(=O)=O)c1)S(C)(=O)=O	-3
CCCn1c(N2CCN(C)CC2)nc2c1c(=O)[nH]c(=O)n2C	-4
CCOc1ccc2c(c1)C(C)=CC(C)(C)N2C(=O)Nc1ccccc1	7
O=C(c1cc(-c2cccnc2)nc2ccc(Br)cc12)N1CCN(c2ncccn2)CC1	5
O=C(O)C1(P(=O)(c2ccccc2)c2ccccc2)CCC1	-5
Nc1nonc1C(=O)NCCNC(=O)c1ccccc1F	-11
C(=N\n1cnnc1)/c1ccc(-c2ccccc2)cc1	-6
COC1(OC)N=C(N)C2(C#N)C(c3ccccc3)NC(C)=CC12C#N (centres undefined)	-2
CN=C(Nc1cc(Cl)ccc1Cl)SC1CC(=O)N(c2ccc(C(=O)OC)cc2)C1=O (centres undefined)	-1
N#Cc1nc(-c2ccc(OCc3ccccc3)cc2)oc1NCc1cccnc1	6
CCOC(=O)c1cc(C)n(-c2ccc(OC)c(OC)c2)c1C	0
Cc1nnc(SCC(=O)Nc2ccc(N3CCOCC3)cc2)n1-c1ccccc1	-9
COc1nc(NCc2ccco2)nc(N2CCC(C)CC2)n1	-4

Later entries.
SMILES	Artemis endo inh
CC1CCCC(NC(=O)CC2Nc3ccccc3NC2=O)C1C (centres undefined)	3
O=C1CC(C(F)(F)C(F)(F)C(F)(F)C(F)(F)F)=Nc2ccccc2N1	-10
CC(CN1CCN(C)CC1)OC(=O)c1ccc(Cl)cc1 (centres undefined)	8
Cc1nc2c3cnn(-c4ccc(C)c(C)c4)c3ncn2n1	-3
CCn1c(SCC(=O)NC2CCCCC2)nnc1-c1cc2cccc(OC)c2o1	6
C=C(c1cccc2ccccc12)P(=O)(O)O	10
COC(=O)c1c(-c2ccc(C)cc2)csc1NC(=O)Cc1ccc(OC)c(OC)c1	7
CN1CCN(S(=O)(=O)c2cccc(C(=O)NC3CCCc4ccccc43)c2)CC1 (centres undefined)	-1
COc1cccc(-c2nc(-c3ccc(NC(=O)Cc4ccccc4OC)cc3)no2)c1	-2
CCN1CCc2c(sc(NC(=O)c3ccc(S(=O)(=O)N4CCOCC4)cc3)c2C(=O)OC)C1	10
CCC(=O)N1CCc2cc(S(=O)(=O)CCC(=O)N3CCc4ccccc4C3)ccc21	-10
COc1ccc(S(=O)(=O)NC(CC(=O)NCc2ccc3c(c2)OCO3)c2ccco2)cc1 (centres undefined)	8
Cc1nn(-c2ccccc2)c(N2CCCC2)c1/C=N/n1cnc2scc(-c3ccccc3)c2c1=O	11
CSC1=N/C(=C\c2ccc(F)cc2)C(=O)S1	3
CN(C)c1ccc(NC(=O)Nc2ccc3snnc3c2)cc1	-10
CCCC(=O)Nc1cc(-c2nc3ncccc3o2)ccc1C	6
CC(=O)c1cnc(Nc2ccccc2)s1	3
C=CCOC(=O)C1=C(C)N(C)C(=O)NC1c1cc2c(cc1Br)OCO2 (centres undefined)	-2
O=C(NC12CC3CC(CC(C3)C1)C2)C1CC(=O)N(c2ccccc2)C1 (centres undefined)	1
O=C(COc1ccccc1Cl)Nc1cc(Cl)ccc1Oc1ccccc1	4
Cc1cc2c(c(=O)n1CCN(C)C)C(c1ccc(Br)cc1)C(C#N)=C(N)O2 (centres undefined)	-7
O=C(Nc1ccc2c(c1)Cc1ccccc1-2)c1ccc(Br)o1	-7
CCCn1c(CCC(=O)O)ccc1-c1cccs1	8
COc1ccc(CNC(=O)C(NC(C)=O)C(=O)Nc2ccc(OC)cc2)cc1 (centres undefined)	-12
COc1ccc(OC)c(-n2cnc3cc(C(=O)NCCCN4CCOCC4)ccc32)c1	-5
Cc1ccc(O)c(NC(=O)c2cc3nc4c(c(C(F)(F)F)n3n2)CCc2ccccc2-4)c1	11
CC1CCC2(CC1)NC(=O)N(CC(=O)c1ccc[nH]1)C2=O (centres undefined)	-1
Cc1ccc(-c2c(C#N)c(N)n(-c3ccccc3)c(=O)c2C#N)cc1	5
O=C(c1cccc(S(=O)(=O)N2CCCCC2)c1)N1CCOCC1	-2

A stretch from the list above, as a working copy:
SMILES	Artemis endo inh
CC(CN1CCN(C)CC1)OC(=O)c1ccc(Cl)cc1 (centres undefined)	8
Cc1nc2c3cnn(-c4ccc(C)c(C)c4)c3ncn2n1	-3

Screens as filed in PubChem BioAssay.
